# High-throughput results: PubChem BioAssay, several laboratories
# proCasp3 act = activators of human procaspase-3; P42574; recombinant procaspase-3 D3A, Ac-DEVD-pNA absorbance 405 nm; activation, % at 8.5 µM; hit rate 0.11% among 330,000; AID 463141;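 active = activation above the mean of all tested compounds plus 3 SD, cut at about 21% in these data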;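 also: 0% = DMSO alone and 100% = DMSO wells spiked with extra 5 µM PC-3 D3A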
#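 Test system: Procaspase-3 D3A mutant, all three cleavage aspartates alanine | Dosing: Single dose, 8.5 µM nominal compound, 0.8% DMSO | Schedule: 1 h preincubation, 2 h reaction | Technique: 405 nm absorbance of p-nitroaniline, reads at 0 and 120 min | Repeats: One well per compound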
# CTSL1 counter = cathepsin L1 inhibition, PFM18AAP counter-screen | recombinant F. hepatica cathepsin L1, Z-Leu-Arg-MCA fluorescence | inhibition, % at 5.96 µM | hit rate 0.49% among 300,000 | AID 1906;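 active = inhibition above the mean of all tested compounds plus 3 SD, set per screening campaign, cut at about 17% in these data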;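 also: 0% = plate median of test compound wells and 100% = 1 µM Z-Phe-Ala-diazomethylketone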
# PP1 inh = counter-screen for PP5 inhibitors: inhibitors of human PP1-alpha | AID 2235 | hit rate 0.9% among 320,000 | inhibition, % at 6.7 µM | P62136 | purified PP1alpha, OMFP fluorescence;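 active = inhibition above the mean inhibition of all tested compounds plus 3 SD, computed separately for each screening campaign, cut at about 15% in these data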
# Target sequence (P62136 whole entry, looked up): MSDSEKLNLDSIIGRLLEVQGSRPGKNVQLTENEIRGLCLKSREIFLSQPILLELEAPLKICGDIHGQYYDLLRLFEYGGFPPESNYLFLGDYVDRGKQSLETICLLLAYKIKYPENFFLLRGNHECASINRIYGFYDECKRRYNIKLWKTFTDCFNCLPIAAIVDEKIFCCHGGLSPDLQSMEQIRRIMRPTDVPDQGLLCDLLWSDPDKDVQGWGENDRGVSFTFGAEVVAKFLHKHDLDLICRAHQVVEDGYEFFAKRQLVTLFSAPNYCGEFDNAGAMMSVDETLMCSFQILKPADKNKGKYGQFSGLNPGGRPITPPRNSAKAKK
# procasp7 counter = activates human procaspase-7, counter-screen for procaspase-3 activators; recombinant procaspase-7, Ac-DEVD-pNA absorbance 405 nm; D23A/D198A/D206A triple mutant, cannot self-cleave; scale: DMSO 0, 5 µM enzyme 100; activation, % at 8.5 µM; hit rate 0.093% among 330,000; AID 463210;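 active = percent activation above the screen-wide mean plus 3 SD, cut at about 25% in these data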
# Target sequence (P55210 whole entry D23A/D198A/D206A): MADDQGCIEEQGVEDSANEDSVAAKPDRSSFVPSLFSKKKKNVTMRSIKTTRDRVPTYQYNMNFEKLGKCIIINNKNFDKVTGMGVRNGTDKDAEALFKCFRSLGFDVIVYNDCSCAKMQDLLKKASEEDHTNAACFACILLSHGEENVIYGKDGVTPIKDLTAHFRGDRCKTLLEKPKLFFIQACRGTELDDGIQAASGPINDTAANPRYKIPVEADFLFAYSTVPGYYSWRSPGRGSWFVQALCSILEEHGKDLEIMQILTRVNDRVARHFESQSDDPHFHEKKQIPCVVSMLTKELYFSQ
#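 Assay system: Uncleavable procaspase-7 mutant enzyme / Input: 2 µM procaspase-7 mutant as dispensed / Dosing: single nominal 8.5 µM compound dose, 0.8% DMSO final / Timing: 1 h enzyme–compound preincubation and 2 h substrate reaction, both 25 °C / Detection: p-Nitroaniline absorbance at 405 nm, read at 0 and 120 min / Replication: singlicate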
# GASC-1 inh = inhibitors of human GASC-1 (JMJD2C) demethylase; inhibition, % at 2.35 µM; AID 2099; hit rate 0.069% among 330,000; GST-JMJD2C(1-420) H3K9me3 demethylation, DELFIA europium;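 active = more than half of a compound's replicate wells show inhibition beyond 50%, single wells judged on their own value; inconclusive = some, but no more than half, of replicates pass 50% inhibition; inactive = no replicate passes 50% inhibition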;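 also: signal counts dimethyl H3K9 product captured on neutravidin plate; 0% = median of DMSO wells and 100% = 0.3 times that DMSO median; strong numbers were not always called active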
# Target sequence (Q9H3R0 1-420 limits assumed): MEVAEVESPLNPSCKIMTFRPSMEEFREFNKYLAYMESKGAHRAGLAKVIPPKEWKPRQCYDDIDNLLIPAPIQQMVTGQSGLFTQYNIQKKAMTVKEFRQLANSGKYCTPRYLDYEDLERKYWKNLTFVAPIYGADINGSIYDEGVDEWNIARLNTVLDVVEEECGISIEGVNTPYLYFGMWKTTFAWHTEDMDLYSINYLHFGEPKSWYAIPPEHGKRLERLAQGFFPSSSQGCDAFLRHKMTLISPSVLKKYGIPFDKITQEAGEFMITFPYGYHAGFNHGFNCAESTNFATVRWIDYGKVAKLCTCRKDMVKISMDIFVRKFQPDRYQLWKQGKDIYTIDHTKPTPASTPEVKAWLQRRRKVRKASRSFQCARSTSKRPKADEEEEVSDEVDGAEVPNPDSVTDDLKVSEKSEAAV
# PP5 primary = inhibitors of human protein phosphatase 5 (PP5); AID 1987; P53041; purified PP5c, OMFP substrate fluorescence; hit rate 0.18% among 320,000; inhibition, % at 6.7 µM;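 active = inhibition above the campaign's mean inhibition across all tested compounds plus 3 SD, cut at about 9.5% in these data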;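 also: 0% = DMSO only and 100% = 100 µM cantharidin control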
# Efflux pump mplx = blocks antifungal efflux pumps in multiplex yeast assay. AID 485275. S. cerevisiae Candida pump triplex, Nile Red efflux. hit rate 0.44% among 330,000. inhibition, % at 10 µM;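 active = plate passing quality check with inhibition over a set limit, or well fluorescence over plate mean plus 4 SD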;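 also: Nile Red retained in pooled yeast measured as flow cytometry median fluorescence; 0% = buffer negative control and 100% = Enniatin B positive control; higher means more Nile Red kept so more efflux inhibition; some compounds called inactive have numbers as strong as hits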
# HCV core dimer = blocks dimerization of HCV core protein; TR-FRET GST/Flag-core106 dimerization, 1536-well; inhibition, % at 5 µM; hit rate 0.33% among 300,000; AID 1899;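 active = inhibition above the mean of all tested compounds plus 3 SD, set per screening campaign, cut at about 45% in these data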
#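 Assay system: GST-tagged and Flag-tagged HCV core protein residues 1-106 / Times: compound-protein-antibody incubation 4 h at 22.5 °C / Signal: time-resolved FRET, ex 340 nm, em 617 and 671 nm / Evaluation: % inhibition based on acceptor/donor emission ratio / Benchmarks: wells lacking GST-core106 and wells with excess unlabelled core106 / Repeats: singlicate, one well per compound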
# TPT1 inhibitor = blocks Candida albicans tRNA 2'-phosphotransferase; recombinant caTPT1, FP RNA substrate dephosphorylation; inhibition, % at 5 µM; AID 1962; hit rate 0.81% among 300,000;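 active = inhibition above the mean of all tested compounds plus 3 SD, set per screening campaign, cut at about 24% in these data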;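 also: plate controls were DMSO alone for no effect and ferristatin control at 100 nM for full effect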
# An asterisk follows results filed as active; ? = inconclusive; · = not tested or not shown.
(1) COc1ccc(C2=NN(C(=O)CSc3nc4ccccc4s3)C(c3ccc(F)cc3)C2)cc1 (stereo unspecified)
(2) CN(CC(=O)Nc1ccccc1Br)C(=O)c1cccc(S(=O)(=O)NCc2ccccc2)c1
(3) CC(=O)Nc1ccc(NC(=O)C(C)OC(=O)CN(C)S(=O)(=O)c2ccc(Cl)cc2)cc1 (stereo unspecified)
(4) COc1ccccc1OCC(=O)Nc1cc(C(F)(F)F)ccc1-n1cncn1
(5) Cc1ccc(NC(=O)C2CCN(S(=O)(=O)c3cccc4cccnc34)CC2)nc1
(6) CCc1nnc(NC(=O)CCC(=O)N2CCC(Cc3ccccc3)CC2)s1
(7) Nc1cccc2c1C(=O)N(C(=O)c1cccc(S(=O)(=O)N3CCCC3)c1)C2=O
(8) Cc1ccc(C)c(NC(=O)C(OC(=O)c2ccc(C)s2)c2ccccc2)c1 (stereo unspecified)
(9) CCCCN=C(C)C1=C(O)CSC1=O
(10) O=C(COC(=O)c1n[nH]c2ccccc12)c1cc(F)ccc1F
entry no.	1	2	3	4	5	6	7	8	9	10
proCasp3 act	2	14	1	12	11	8	-4	0	1	0
CTSL1 counter	3	-2	-54	-3	2	0	-7	-1	0	0
PP1 inh	1	-7	3	-3	1	1	-6	1	-3	-2
procasp7 counter	16	3	4	10	3	6	2	2	10	5
GASC-1 inh	1	-5	4	-1	0	-6	·	12	8	-12
PP5 primary	0.3	0.5	3.8	0.4	-1.7	4.8	0.6	0.4	0.5	2.0
Efflux pump mplx	0.9	0.0	0.1	-0.1	0.2	0.2	-0.2	-0.1	0.0	-0.1
HCV core dimer	7	4	4	-3	6	-9	-4	14	-2	-2
TPT1 inhibitor	3	-1	0	0	0	0	-8	-4	-5	0

(11) COc1cc(CNCc2ccccn2)ccc1OCc1ccc(Cl)c(Cl)c1
(12) Cc1cccc(C(=O)NCC(=O)OCC(=O)N2CC3(C)CC2CC(C)(C)C3)c1 (stereo unspecified)
(13) O=C(CSS(=O)(=O)O)N1CCN(C(=O)c2ccoc2)CC1
(14) CC(C)Oc1ccc(CC2CCC(=O)N(C)C2=O)cc1 (stereo unspecified)
(15) CC(=O)Oc1ccc(-c2cc3ccccc3oc2=O)cc1
(16) COCCCn1ccc(O)c(Cc2ccc(F)cc2)c1=O
(17) Cc1nc(Nc2ccccc2)sc1-c1ccccc1
(18) FC(F)Sc1nnc(-c2cccs2)n1-c1ccccc1
(19) Cc1ccc(-c2nnc(Nc3ccc(C(N)=O)cc3)c3ccccc23)cc1S(=O)(=O)NCC1CCCO1 (stereo unspecified)
(20) Cc1oc2c(c(=O)c1C)C(=O)CC(c1ccccc1)C2 (stereo unspecified)
entry no.	11	12	13	14	15	16	17	18	19	20
proCasp3 act	0	-3	-20	5	2	8	2	-1	-4	11
CTSL1 counter	-2	9	-1	-4	-15	2	0	-2	1	0
PP1 inh	7	-1	0	-2	-2	-4	4	-2	4	-2
procasp7 counter	5	1	-28	-13	6	5	4	4	-6	0
GASC-1 inh	-9	-4	13	5	0	-1	-6	65	-6	7
PP5 primary	0.3	-1.1	1.8	-2.0	1.9	-1.0	5.0	-1.2	-2.6	1.3
Efflux pump mplx	-0.2	0.0	0.1	-1.7	-0.1	0.1	-0.2	-0.1	0.5	-0.1
HCV core dimer	-2	5	-4	-7	0	-3	-1	4	-5	1
TPT1 inhibitor	1	-1	-2	1	-2	4	1	1	1	1

# Record cards, from the list above. Order of screens: proCasp3 act | CTSL1 counter | PP1 inh | procasp7 counter | GASC-1 inh | PP5 primary | Efflux pump mplx | HCV core dimer | TPT1 inhibitor
# Cc1cccc(C(=O)NCC(=O)OCC(=O)N2CC3(C)CC2CC(C)(C)C3)c1 (stereo unspecified) is listed as -3 | 9 | -1 | 1 | -4 | -1.1 | 0.0 | 5 | -1
# CC(=O)Oc1ccc(-c2cc3ccccc3oc2=O)cc1 is listed as 2 | -15 | -2 | 6 | 0 | 1.9 | -0.1 | 0 | -2
# FC(F)Sc1nnc(-c2cccs2)n1-c1ccccc1 is listed as -1 | -2 | -2 | 4 | 65 | -1.2 | -0.1 | 4 | 1

# Later entries
(21) O=C(Nc1ccc(F)cc1)c1sc(Cl)nc1-c1ccccc1
(22) CN(CC(=O)Nc1ccccc1C(=O)NC1CC1)Cc1ccc(N(C)C)cc1
(23) Cn1c(CCN2CCCCC2)nc2cc(NC(=O)NC3CCCCC3)ccc21
(24) CCNc1nc(SC(C)C(=O)OC)nc(N2CCOCC2)n1 (stereo unspecified)
(25) Cc1ccc(NC(=O)CCC(=O)NNC(=O)c2ccccc2[N+](=O)[O-])c(C)c1
(26) Cc1ccc(Cn2cccc(NC(=O)NC3CCCCC3)c2=O)cc1
(27) O=C(CN1CCN(c2ccccc2O)CC1)NC(c1ccccc1)c1ccccc1
(28) C=CCC[C@H](Cc1ccc(F)cc1)C(=O)OC[C@@H](Cc1c[nH]c2ccccc12)NC(=O)[C@H](CC=C)CC(=O)N(CCO)Cc1ccccc1
(29) O=C(c1cccs1)N1CCN(c2cccc(Cl)c2)CC1
(30) CN(C)c1nnnn1-c1cccc(Oc2ncc(C(F)(F)F)cc2Cl)c1
entry no.	21	22	23	24	25	26	27	28	29	30
proCasp3 act	-7	-1	4	5	4	13	-1	1	7	0
CTSL1 counter	0	·	3	-4	-2	3	-1	·	1	4
PP1 inh	3	-1	0	-1	-3	0	-4	·	1	1
procasp7 counter	-3	-1	-7	-6	5	9	11	5	4	-1
GASC-1 inh	-1	6	4	6	3	?	-3	-15	2	0
PP5 primary	0.8	2.1	0.3	-9.0	2.8	2.1	3.0	·	-0.4	-1.0
Efflux pump mplx	0.0	-0.1	0.0	0.2	0.3	0.1	0.3	0.5	0.0	0.0
HCV core dimer	-2	·	4	-12	-4	12	14	·	3	-1
TPT1 inhibitor	-2	·	-4	-2	1	-3	0	·	-2	0

(31) O=C(CSCc1nc2scc(-c3cccs3)c2c(=O)[nH]1)Nc1ccccn1
(32) COC(=O)C1CCN(C(=O)Cc2ccc(OC)c(OC)c2)CC1
(33) C[C@@H]1CN([C@H](C)CO)C(=O)Cc2cc(NC(=O)CCC(F)(F)F)ccc2O[C@@H]1CN(C)C(=O)NC1CCCCC1
(34) N[C@@H](Cc1ccccc1)C(=O)N1CCC(C(=O)N[C@@H](CCC(=O)O)C(=O)O)CC1
(35) O=C(Nc1cccnc1)c1ccccc1F
(36) Cc1ccc(C)c(NC(=O)C2CC(O)CN2C(=O)OC(C)(C)C)c1 (stereo unspecified)
(37) CC(=O)Nc1ccc(N/C=C/C(=O)C(C)(C)C)cc1
(38) O=S(=O)(NCc1cccs1)c1cccc2cccnc12
(39) COc1ccc(Br)c(OC)c1C(=O)NC(=O)Nc1nc(C)cc(C)n1
(40) Cc1nc2cc(-c3ccccc3)nn2c(C)c1CCC(=O)NCc1ccco1
entry no.	31	32	33	34	35	36	37	38	39	40
proCasp3 act	-7	0	1	9	-4	1	-8	3	-2	6
CTSL1 counter	-1	2	·	-2	-2	-7	-1	-1	1	5
PP1 inh	2	0	·	1	-2	-5	-4	-2	3	0
procasp7 counter	-9	9	5	-8	-3	1	10	11	6	1
GASC-1 inh	2	-26	6	-30	·	32	0	-4	·	0
PP5 primary	0.4	-1.3	·	-0.2	4.1	-2.4	-1.9	2.3	-0.6	-3.6
Efflux pump mplx	0.0	0.0	-0.5	0.0	0.2	-0.2	0.0	0.1	-0.1	-0.7
HCV core dimer	7	-4	·	1	-8	0	-4	-2	-2	-27
TPT1 inhibitor	5	0	·	-3	-3	-1	2	-2	-2	-1

(41) COc1ccc(COC(=O)C2CCN(S(=O)(=O)c3ccc(C)cc3)CC2)cc1
(42) O=C(CC1NCCNC1=O)Nc1ccc2c(c1)OCCO2 (stereo unspecified)
(43) CC(=O)c1ccccc1N(C(=O)c1ccco1)C(C(=O)NC1CCCC1)c1ccc(N2CCOCC2)cc1 (stereo unspecified)
(44) COc1cc(C2C(C#N)=C(N)Oc3c2ccc2ccccc32)ccc1OCC(=O)Nc1ccccc1C (stereo unspecified)
(45) Nc1cc(N)nc(SCC(=O)N2CCN(C(=O)c3ccco3)CC2)n1
(46) CCOC(=O)C1CCN(C(=O)CS(=O)(=O)Cc2nc(-c3ccccc3Cl)oc2C)CC1
(47) O=C(CNc1cccc2ccccc12)N/N=C/c1ccc([N+](=O)[O-])cc1
(48) COc1cc(C(=O)OCCCN2CCCN(CCCOC(=O)c3cc(OC)c(OC)c(OC)c3)CC2)cc(OC)c1OC
(49) C#CCOc1c(Cl)cc(/C=C2/C(=O)ON=C2C)cc1OC
(50) COc1cc(/C=C/C(=O)NC(=O)c2ccccc2O)ccc1OC(C)=O
entry no.	41	42	43	44	45	46	47	48	49	50
proCasp3 act	-3	5	12	-21	-3	5	0	0	-2	-4
CTSL1 counter	-1	-2	-2	-2	0	-2	7	-4	1	2
PP1 inh	-1	-3	-1	4	-2	4	0	-1	1	4
procasp7 counter	-1	-10	3	-5	0	7	0	-9	-3	0
GASC-1 inh	-6	3	6	11	-2	-18	-6	4	-1	-2
PP5 primary	0.9	-0.8	1.0	-0.6	1.6	-0.2	-0.9	-2.6	-2.1	1.4
Efflux pump mplx	0.1	0.0	0.1	0.2	0.1	0.0	0.0	0.2	0.1	-0.3
HCV core dimer	3	-1	4	7	-4	2	1	-3	3	1
TPT1 inhibitor	2	1	-2	0	0	-3	-2	1	0	-5

(51) CCOc1cc(CN2CCSCC2)ccc1O
(52) CC(=O)c1ccc(OCc2cc(C(=O)N3CCC[C@H]3CO)no2)cc1
(53) O=C(CCN1C(=O)c2cccnc2C1=O)NC1CCCCCC1
(54) Cc1cccc(C(C)C)c1NC(=O)C(C)OC(=O)Cc1n[nH]c(=O)c2ccccc12 (stereo unspecified)
(55) CN1CCN(S(=O)(=O)c2ccc(N3CCc4ccccc4C3)nc2)CC1
(56) Cc1c(NC(=S)N/C(=N/S(=O)(=O)c2ccccc2)c2ccccc2)c(=O)n(-c2ccccc2)n1C
(57) CC(=O)c1ccc(NC(=S)N2CC(C)CC(C)C2)cc1 (stereo unspecified)
entry no.	51	52	53	54	55	56	57
proCasp3 act	1	2	-1	5	12	6	-3
CTSL1 counter	-2	4	-1	5	-1	4	0
PP1 inh	4	-2	0	-1	-2	-5	-2
procasp7 counter	-12	-3	12	5	-6	-3	-5
GASC-1 inh	7	-4	75	4	-23	3	1
PP5 primary	3.0	1.7	-3.4	0.5	4.5	0.1	1.6
Efflux pump mplx	-0.1	1.2	0.0	-0.1	0.1	0.2	0.2
HCV core dimer	-2	-13	0	-3	-1	-5	2
TPT1 inhibitor	-3	-4	2	-4	3	-2	-1
